Vc quorum ag: induces V. cholerae light production without autoinducers | V. cholerae BH1578 lux reporter, luminescence, 6 h | 350,000 tested, 0.16% active | activation, % at 18.7 µM; in the data active means activation mostly above about 9.7%, no sharp cut-off; inconclusive means no clear call, values can overlap the other calls; inactive means mostly below about 3.7%; further: not every result past the cut was called active; inactives centre near 0; reference of the scale not given here
TcdB GH inh: TcdB glycohydrolase inhibition; P18177; TcdB glycohydrolase enzymatic assay, plate reader; inhibition, % at 9.99 µM; 350,000 tested, 0.24% active; AID 652162; in the data active means inhibition above about 10%
Target sequence (P18177 whole entry, looked up): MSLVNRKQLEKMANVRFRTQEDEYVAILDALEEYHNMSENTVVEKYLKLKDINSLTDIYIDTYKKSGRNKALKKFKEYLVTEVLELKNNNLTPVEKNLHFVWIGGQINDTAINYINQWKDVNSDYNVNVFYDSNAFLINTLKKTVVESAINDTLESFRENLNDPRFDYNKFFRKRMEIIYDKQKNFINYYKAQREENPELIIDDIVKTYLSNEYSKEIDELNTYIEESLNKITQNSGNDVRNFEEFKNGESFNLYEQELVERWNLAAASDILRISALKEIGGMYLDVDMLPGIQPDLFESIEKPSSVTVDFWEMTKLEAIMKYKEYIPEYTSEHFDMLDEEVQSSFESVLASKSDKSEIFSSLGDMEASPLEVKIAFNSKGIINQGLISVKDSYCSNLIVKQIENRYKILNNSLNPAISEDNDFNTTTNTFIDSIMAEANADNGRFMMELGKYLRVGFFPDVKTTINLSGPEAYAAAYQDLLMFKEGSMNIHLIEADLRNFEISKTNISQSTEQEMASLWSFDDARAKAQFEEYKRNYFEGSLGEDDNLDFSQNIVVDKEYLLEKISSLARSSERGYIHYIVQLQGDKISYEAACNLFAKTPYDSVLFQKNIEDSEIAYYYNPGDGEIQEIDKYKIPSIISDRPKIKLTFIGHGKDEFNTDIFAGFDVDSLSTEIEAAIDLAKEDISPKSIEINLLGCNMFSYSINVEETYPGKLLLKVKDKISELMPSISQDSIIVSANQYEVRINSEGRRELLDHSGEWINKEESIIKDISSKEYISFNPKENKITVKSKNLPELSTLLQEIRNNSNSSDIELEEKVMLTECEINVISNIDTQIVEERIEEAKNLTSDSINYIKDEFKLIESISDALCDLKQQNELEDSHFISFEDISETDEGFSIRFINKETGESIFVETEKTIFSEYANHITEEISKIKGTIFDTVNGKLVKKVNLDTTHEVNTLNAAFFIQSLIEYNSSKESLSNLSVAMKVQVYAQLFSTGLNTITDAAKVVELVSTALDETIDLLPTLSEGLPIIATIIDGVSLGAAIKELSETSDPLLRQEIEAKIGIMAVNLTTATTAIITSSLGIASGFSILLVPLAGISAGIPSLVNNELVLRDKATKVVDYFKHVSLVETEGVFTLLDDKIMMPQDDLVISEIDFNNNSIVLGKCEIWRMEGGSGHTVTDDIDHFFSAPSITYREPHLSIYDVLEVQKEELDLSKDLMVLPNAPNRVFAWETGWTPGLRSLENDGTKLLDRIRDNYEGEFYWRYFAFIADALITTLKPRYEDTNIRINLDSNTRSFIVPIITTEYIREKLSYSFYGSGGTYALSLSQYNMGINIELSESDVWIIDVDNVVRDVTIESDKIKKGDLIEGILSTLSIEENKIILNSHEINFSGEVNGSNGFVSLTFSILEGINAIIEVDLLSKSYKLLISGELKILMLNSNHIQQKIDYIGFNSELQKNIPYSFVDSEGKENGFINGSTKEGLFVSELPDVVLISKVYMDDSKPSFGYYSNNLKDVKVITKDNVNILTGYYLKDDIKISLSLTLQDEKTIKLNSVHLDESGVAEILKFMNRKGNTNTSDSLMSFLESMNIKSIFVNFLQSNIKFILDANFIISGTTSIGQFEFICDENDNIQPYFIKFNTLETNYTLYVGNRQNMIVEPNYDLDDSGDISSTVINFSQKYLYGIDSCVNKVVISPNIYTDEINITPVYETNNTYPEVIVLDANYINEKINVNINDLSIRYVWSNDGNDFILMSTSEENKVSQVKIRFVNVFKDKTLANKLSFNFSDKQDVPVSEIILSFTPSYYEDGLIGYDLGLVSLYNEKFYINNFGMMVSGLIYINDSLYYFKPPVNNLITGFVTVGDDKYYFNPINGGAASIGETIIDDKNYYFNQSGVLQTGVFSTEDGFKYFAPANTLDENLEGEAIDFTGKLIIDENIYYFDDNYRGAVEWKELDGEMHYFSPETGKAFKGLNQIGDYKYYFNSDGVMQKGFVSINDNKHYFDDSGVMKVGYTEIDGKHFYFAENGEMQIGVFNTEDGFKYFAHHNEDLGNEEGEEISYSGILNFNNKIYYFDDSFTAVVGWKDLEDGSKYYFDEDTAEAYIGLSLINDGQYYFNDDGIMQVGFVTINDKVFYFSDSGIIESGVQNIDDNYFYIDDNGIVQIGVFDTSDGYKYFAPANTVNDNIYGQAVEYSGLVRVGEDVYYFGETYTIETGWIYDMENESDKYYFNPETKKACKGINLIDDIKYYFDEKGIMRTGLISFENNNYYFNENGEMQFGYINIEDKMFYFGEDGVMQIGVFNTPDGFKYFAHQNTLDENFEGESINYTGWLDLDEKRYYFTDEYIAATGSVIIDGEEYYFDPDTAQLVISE
PrPC TRFRET: cell surface PrPC inhibition, primary TR-FRET screen | TR-FRET read-out | inhibition, % at 13.8 µM | P04156 | AID 720596 | 370,000 tested, 0.43% active; in the data active means inhibition above about 24%; further: 0% = median of the test wells and 100% = reference compound wells
Y pestis TopoI: inhibitors of Yersinia pestis topoisomerase I. Y. pestis Topo-I cleavage product accumulation, plate reader. activity, % at 10 µM. 360,000 tested, 0.064% active. AID 504884; in the data active means activity above about 50%, passing the limit was not always enough; inconclusive means no clear call, values can overlap the other calls; further: inactives centre near 2
PfHsp40 rescue: compounds rescuing yeast from Plasmodium falciparum HSP40 toxicity; S. cerevisiae expressing PfHsp40, growth rescue, ATP luminescence; growth rescue, % at 12.5 µM; 340,000 tested, 0.68% active; AID 504582; in the data active means growth rescue above about 28%, passing the limit was not always enough; inconclusive means no clear call, values can overlap the other calls;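 further: yeast W303a lacking pdr1 and pdr3 grown in galactose medium; growth measured after three days at 30 °C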
Anthrax LF prot: blocks Bacillus anthracis lethal factor protease; P15917; multiplex microsphere protease cleavage assay, LF; inhibition, % at 10 µM; 360,000 tested, 0.12% active; AID 588501; further: plate controls were buffer without enzyme for full effect and enzyme alone for no effect
BoNT-A LC inh2: inhibitors of Botulinum neurotoxin A light chain protease; 360,000 tested, 0.17% active; inhibition, % at 10 µM; multiplex microsphere protease substrate cleavage, flow cytometry; AID 588499; further: plate controls were buffer without enzyme for full effect and enzyme alone for no effect
SARS 3CLpro inh: SARS-CoV 3CLpro protease inhibition; AID 1706; recombinant SARS-CoV 3CLpro, quenched FRET peptide cleavage; P0C6X7; inhibition, % at 6 µM; 290,000 tested, 0.14% active; in the data active means inhibition above about 12%
PriA SSB inh: blocks PriA binding to SSB C-terminal tail; AlphaScreen SSBct-PriA binding, biotinylated peptide; inhibition, % at 33 µM; 430,000 tested, 0.6% active; in the data active means inhibition mostly above about 37%, no sharp cut-off; inactive means mostly below about 20%;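 further: plate controls were negative control peptide for no effect and reference peptide for full effect; strong numbers were not always called active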
* hit, by the source's call; i = inactive; ? = inconclusive; nt = not tested or not shown; & = joins results of further samples. Unless noted, no stated cut-off is given here; in the data, active means inhibition above about 30%; inconclusive means no clear call, values can overlap the other calls; inactive means below that.

SMILES	Vc quorum ag	TcdB GH inh	PrPC TRFRET	Y pestis TopoI	PfHsp40 rescue	Anthrax LF prot	BoNT-A LC inh2	SARS 3CLpro inh	PriA SSB inh
COc1cc2sc(-c3ccc(S(C)(=O)=O)cc3)c(C(=O)NCCCCO)c2cc1OC	i	0.9	-23.2	0.0	1.7	2.2	0.0	nt	-2.7
O=C(CN1C(=O)c2ccccc2S1(=O)=O)NCc1ccco1	-0.2	0.5	2.6	-8.3	-0.3	-10.7	-0.3	2.0	1.9
CCCC(=O)NNC(=O)CCC(=O)NCc1ccccc1	-2.2	nt	-6.8	7.3	-0.2	-2.4	-1.0	2.1	-10.6
c1ccc(CCNc2nc3ccccc3n3nnnc23)cc1	3.8	nt	-5.6	-11.2	-0.7	0.3	0.9	-3.9	-0.1
Cc1ccc(C(O)P(=O)(OC2CCCCC2)OC2CCCCC2)cc1 (stereo not drawn)	nt	nt	-2.1	-0.1	0.7	-6.3	0.2	1.4	-15.1
Cc1c(-c2nc(N)nc(Nc3ccccc3)n2)oc2ccccc12	i	nt	1.4	14.6	0.6	-7.4	-0.5	-2.9	20.3
COc1cc([C@H]2OC[C@H]3[C@@H]2CO[C@H]3c2ccc(O)c(OC)c2)ccc1O	0.5	3.8	-3.6	-2.1	-0.3	0.4	-0.3	nt	-1.3
Cc1cc2oc(=O)cc(Cn3ccnc3)c2cc1C	i	nt	-1.6	6.5	-0.6	-3.0	-1.9	-5.2	-4.2
CCOc1ccccc1C(=S)NC1CCCCC1	-0.9	0.4	-4.8	-20.2	-1.7	11.0	1.4	2.5	-16.7
O=C(c1ccc(Cl)cc1)c1oc2ccccc2c1CS(=O)c1ccccc1 (stereo not drawn)	-3.8	nt	-0.1	44.6	7.0	-2.4	-2.4	-3.0	-7.9
COc1ccc(CCNC(=O)C(CC(C)C)NC(N)=O)cc1 (stereo not drawn)	-2.1	-0.9	2.9	2.1	-0.3	-11.4	0.7	6.4	4.4
COc1ccc2[nH]c(=O)c(C(c3nnnn3C(C)(C)C)N(Cc3ccco3)CC3CCCO3)cc2c1 (stereo not drawn)	i	2.6	5.2	5.6	2.4	-4.9	-0.4	10.1	3.7
CC(=O)Nc1ccc(S(=O)(=O)NC2(C(F)(F)F)C(=O)Nc3c2c(=O)[nH]c(=O)n3C)cc1 (stereo not drawn)	-8.4	nt	-2.9	10.3	-0.8	-1.3	-0.7	6.4	-4.4
Cc1cc(C=C2C(=O)NC(=S)NC2=O)c(C)n1C1CCCC1	-0.2	-0.9	0.6	4.2	1.5	0.9	-0.2	6.9	-2.0
Cc1noc(C)c1C(=O)N1CCCc2ccccc21	2.2	nt	1.0	0.8	0.8	2.2	1.7	-0.7	-5.4
O=C(NCc1ccccc1)C1CCCN(S(=O)(=O)c2ccc(Br)cc2)C1 (stereo not drawn)	-0.4	1.2	7.1	-15.1	0.2	1.5	-1.2	-2.6	-7.3
CCOC(=O)c1ccc(N2C(=O)C=CC2=O)cc1	-0.4	nt	nt	19.1	-5.4	-1.0	-2.1	-2.6	-3.8
C=C1C(C(=O)Nc2ccc(F)cc2)C1C(=O)Nc1ccc(F)cc1 (stereo not drawn)	-0.3	-0.2	6.6	-2.9	-0.1	0.1	0.2	0.3	-1.6
C[C@@H]1CNC(=O)c2c(C(=O)Nc3cccc(Cl)c3)ncn21	-0.4	2.2	-0.5	13.3	nt	-5.3	-0.2	nt	nt
O=C(CNc1cc(S(=O)(=O)N2CCOCC2)ccc1N1CCCC1)Nc1ccc(Cl)cc1F	1.3	0.3	-6.6	28.8	nt	0.4	-0.3	nt	nt
COc1ccc(B(O)O)c(CN2CCN(C(=O)OC(C)(C)C)CC2)c1	i	3.0	-6.1	1.5	-1.5	-2.2	-0.6	nt	-4.6
COc1ccc(CNC(=O)COC(=O)c2ccc3ncsc3c2)cc1OC	1.6	0.8	-6.2	3.5	-1.0	-7.7	-2.2	nt	0.4
O=C(COC(=O)c1ccc(O)cc1)NC(=O)NCc1ccccc1	1.3	0.4	3.2	-10.6	-0.8	-2.8	-0.3	nt	3.0
Cc1cccc(-n2c(C)cc(C=C(C#N)C#N)c2C)c1	-0.1	nt	-1.5	1.7	2.8	-2.3	0.3	1.7	-11.3
CCc1cc(-c2cnnn2Cc2ccc3ccccc3c2)ccc1-c1cn(CC(C)C)nn1	2.3	0.7	-4.7	?	nt	-4.3	-0.6	nt	nt
Cn1cc(CCNCc2cn[nH]c2-c2ccc(-c3ccccc3)cc2)cn1	i	1.9	-14.4	7.2	-0.3	-6.5	-4.0	-2.2	7.2
CC(NC(=O)Cc1ccc(F)cc1)C(c1cccs1)N1CCN(C)CC1 (stereo not drawn)	i	0.5	0.4	-7.9	-0.3	-2.6	-0.3	-4.9	-1.9
Nc1nc(NCCOCCO)nc(NCc2ccccc2)c1[N+](=O)[O-]	-0.6	1.0	-3.5	-0.4	-0.1	-4.2	-3.4	4.1	5.3&-10.0
C=CCC[C@H](Cc1ccc(F)cc1)C(=O)OC[C@H](Cc1c[nH]c2ccccc12)NC(=O)[C@H](CC=C)CC(=O)NCCO	-0.5	1.8	-1.0	24.4	32.2*	9.2	0.5	nt	13.9
COc1ccc(-c2cc(=Nc3c(C)n(C)n(-c4ccccc4)c3=O)c3ccccc3o2)cc1	i	-4.7	-3.9	23.5	1.2	-1.4	-1.0	0.0	15.6
CC1CCN(c2cc(N)c(Cl)cc2[N+](=O)[O-])CC1	i	nt	-19.1	4.4	0.8	-0.9	-3.0	1.2	15.5
COc1cc(OC)c(OC)cc1/C=N/n1c(-c2n[nH]c3c2CCC3)n[nH]c1=S	-0.5	2.8	1.1	5.9	27.9*	14.5	-2.2	2.5	nt
O=C(NCc1cccnc1)c1ccc(COc2ccc(Cl)cc2Cl)o1	0.9	-1.3	-0.9	2.5	-0.1	-6.8	0.3	-4.9	-18.3
CC(C)NC(=O)C1Cc2c(-c3ccc4c(c3)OCO4)ccnc2O1 (stereo not drawn)	-0.3	-0.6	0.3	3.0	nt	-5.7	-1.3	nt	nt
COc1cccc(OC)c1C(=O)NC(C)C12CC3CC(CC(C3)C1)C2 (stereo not drawn)	i	nt	7.7	7.5	83.9*	3.5	1.0	-7.5	4.1
Cc1ccc(-c2nnc(OCc3nc4ccccc4n3C)c3ccccc23)cc1	-0.6	0.1	-0.5	30.9	-0.5	-0.6	-0.9	nt	-6.6
CCc1nnc(NC(=O)CC(C)c2ccccc2)s1 (stereo not drawn)	i	-0.4	4.0	-1.5	-0.6	-7.1	-1.4	-1.7	4.5
O=C1c2ccccc2C(=O)N1CC1=NCCc2ccccc21	-0.3	nt	-2.4	-1.5	0.8	1.6	1.2	-6.8	-6.6
CCOC(=O)N(C)C[C@@H]1OCc2ccccc2-c2c(n(C)c3ccccc23)C(=O)N([C@H](C)CO)C[C@H]1C	-2.4	0.8	7.9	28.7	nt	3.0	-0.7	nt	nt
CN1OC[C@@H]2CN(C(=S)NCCc3ccccc3)[C@H](c3ccc(-n4ccnc4)cc3)C[C@@H]21	nt	1.3	-3.4	nt	nt	0.0	-0.1	nt	nt

Individual results from the list:
BoNT-A LC inh2 result of CC1CCN(c2cc(N)c(Cl)cc2[N+](=O)[O-])CC1 reads -3.0
Y pestis TopoI result of C=CCC[C@H](Cc1ccc(F)cc1)C(=O)OC[C@H](Cc1c[nH]c2ccccc12)NC(=O)[C@H](CC=C)CC(=O)NCCO reads 24.4

Remaining list, next part.
SMILES	Vc quorum ag	TcdB GH inh	PrPC TRFRET	Y pestis TopoI	PfHsp40 rescue	Anthrax LF prot	BoNT-A LC inh2	SARS 3CLpro inh	PriA SSB inh
Cc1occc1C(=O)N(Cc1nc(-c2ccccc2)no1)C(C)C	-0.2	-1.0	3.8	7.9	0.1	-2.4	-2.6	-2.1	-4.0
O=C(O)c1ccccc1-c1ccccc1C(=O)Nc1ccc2c(c1)oc(=O)c1ccccc12	i	-0.3	3.5	1.4	nt	-2.0	0.5	nt	nt
C=CC[N+]1(C)C2CCC1CC(O)C2 (stereo not drawn)	-2.1	-1.3	7.3	7.9	0.2	-1.4	-1.0	-1.3	-6.0
Cc1ccc(Nc2nc(NCc3ccccc3)nc3ccsc23)c(C)c1	i	0.4	17.4	0.9	nt	-0.9	-0.3	nt	nt
CC1CCN(C(=O)COC(=O)CCc2c[nH]c3ccccc23)CC1	-0.3	1.3	-7.3	10.8	-2.0	-8.1	-0.8	5.2	-2.1
COc1ccc(OCc2cc(C(=O)N3CCN(CC(=O)N(C)C)CC3)no2)c(Cl)c1	-13.0	0.5	-3.8	-4.5	-1.2	0.4	0.5	-2.5	-2.3
Cc1ccc(CC2S/C(=N/c3ccccn3)NC2=O)cc1 (stereo not drawn)	-0.3	nt	9.3	3.9	-1.4	0.0	0.0	-2.5	nt
Cc1cc(C)cc(N(C(=O)c2csnn2)C(C(=O)NC(C)(C)C)c2ccccn2)c1 (stereo not drawn)	-1.1	0.5	-7.4	1.7	-0.6	-7.5	-3.1	-3.7	-0.7
O=C(Nc1ccc(F)cc1F)c1cc2ncc(CCCl)cn2n1	-0.4	nt	-1.9	6.0	-0.4	0.8	-0.1	-2.7	-0.1
CNc1nnc(C(F)(F)F)s1	-0.9	0.3	3.8	2.1	1.4	-3.3	-1.1	1.0	-11.3
COC(=O)/C(=N/Nc1ccc(C)cc1)N1CCCc2ccccc21	i	-18.6	13.8	11.9	4.4	-0.4	-0.3	1.2	nt
O=C(CSc1nnc(CCCO)n1-c1ccccc1)NCCc1ccccc1	-7.7	nt	-2.0	3.7	-1.1	-5.4	-0.8	4.0	-13.6
Cc1ccc(-c2cc(C(=O)N3N=C(C(F)F)CC3(O)C(F)F)c3ccccc3n2)cc1C (stereo not drawn)	12.5	nt	17.6	0.2	-0.1	-5.0	0.7	3.4	-0.9
CC1CN(C)C(C)c2c1oc1ccc(N)cc21 (stereo not drawn)	-0.2	0.5	-1.6	?	-0.4	1.0	-0.3	-0.1	10.6
COc1ccccc1S(=O)(=O)N(C)C[C@H]1Oc2cc(C#CCC3CCCC3)ccc2S(=O)(=O)N([C@H](C)CO)C[C@H]1C	-0.5	0.2&-2.1&-0.2	-9.3	-6.7	nt	0.4	0.4	nt	nt
COc1ccc(N(C(=O)c2ccncc2)S(=O)(=O)c2cccc([N+](=O)[O-])c2)cc1	2.5	0.3	-3.8	1.0	-0.9	0.5	-0.9	1.1	15.3
COC(=O)CCn1nnc(-c2cccs2)n1	-0.2	nt	4.6	-4.7	0.6	-7.2	-0.4	1.6	-27.6
Cc1ccc(C(C)NC(=O)c2c(-c3ccccc3)noc2C)cc1C (stereo not drawn)	i	1.0	2.9	3.8	22.6	-3.2	-1.4	4.4	-7.0

Structural class: those above containing a tert-butyl group (3)
SMILES	Vc quorum ag	TcdB GH inh	PrPC TRFRET	Y pestis TopoI	PfHsp40 rescue	Anthrax LF prot	BoNT-A LC inh2	SARS 3CLpro inh	PriA SSB inh
COc1ccc2[nH]c(=O)c(C(c3nnnn3C(C)(C)C)N(Cc3ccco3)CC3CCCO3)cc2c1 (stereo not drawn)	i	2.6	5.2	5.6	2.4	-4.9	-0.4	10.1	3.7
COc1ccc(B(O)O)c(CN2CCN(C(=O)OC(C)(C)C)CC2)c1	i	3.0	-6.1	1.5	-1.5	-2.2	-0.6	nt	-4.6
Cc1cc(C)cc(N(C(=O)c2csnn2)C(C(=O)NC(C)(C)C)c2ccccn2)c1 (stereo not drawn)	-1.1	0.5	-7.4	1.7	-0.6	-7.5	-3.1	-3.7	-0.7

Retrieved one by one from above, 2 records:
SMILES	Vc quorum ag	TcdB GH inh	PrPC TRFRET	Y pestis TopoI	PfHsp40 rescue	Anthrax LF prot	BoNT-A LC inh2	SARS 3CLpro inh	PriA SSB inh
CNc1nnc(C(F)(F)F)s1	-0.9	0.3	3.8	2.1	1.4	-3.3	-1.1	1.0	-11.3
Cc1occc1C(=O)N(Cc1nc(-c2ccccc2)no1)C(C)C	-0.2	-1.0	3.8	7.9	0.1	-2.4	-2.6	-2.1	-4.0

Screening results (PubChem)

Not all compounds are listed (hit frequency here may not be typical).
